HIV peptide binding – cell-free HIV fusion peptide-binding blockers – biochemical, uHTS, fluorescence dequenching, primary screen (AID 1986) | inhibition, % at 20 µM, or IC50 in µM where a hit was titrated | cell-free peptide binding, fluorescence dequenching, 30 min; higher % means a stronger effect | 0.3% of 290,000 active; in the data active = inhibition mostly above about 52%, no sharp cut-off; inactive = mostly below about 76%; note: some results filed as inactive read as strong as hits
AID2073 – disruptors of CaV2.2 binding to Mint1 – biochemical, HTRF (AID 2073). HTRF protein-protein interaction, Mint1-CaV2.2; higher % means a stronger effect. inhibition, % at 20 µM; hits with a dose series show IC50 in µM. 0.19% of 290,000 active; in the data active = inhibition mostly above about 51%, no sharp cut-off; inconclusive = no clear call, values can overlap the other calls; inactive = mostly below about 53%; note: some results filed as inactive read as strong as hits
West Nile virus CPE – inhibition of WNV-induced cytopathic effect – cell-based, CPE readout (AID 1621); 0.02% of 290,000 active; CPE inhibition, % at 10 µM, or IC50 in µM where a hit was titrated; West Nile virus-infected cells, CPE inhibition; higher % means a stronger effect; in the data active = a potency from the dose series; inconclusive = CPE inhibition mostly from about 3.7% at the one dose, without a potency; inactive = the rest, 99 in 100 with CPE inhibition below about 2.2%; note: strong numbers were not always called active
HEK293 NOD2/NF-kB – inhibition of NOD2-driven NF-kB reporter – cell-based, luminescence, uHTS, HEK293 (AID 1566) | HEK293 NOD2/NF-kB luciferase reporter, luminescence; higher % means a stronger effect | inhibition, % at 4 µM; hits with a dose series show EC50 in µM | 0.63% of 290,000 active; note: many of its hits are not listed in these tables
NOD1 inhibition – inhibition of NOD1-driven NF-kB reporter – cell-based, luminescence, uHTS, primary screen (AID 1578) | NOD1-driven NF-kB luciferase reporter cells, luminescence; higher % means a stronger effect | one-dose inhibition, % at 4 µM; EC50 in µM for titrated hits | 1% of 290,000 active; in the data active = inhibition mostly above about 36%, no sharp cut-off; inactive = mostly below about 34%;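 note: HEK-293T reporter cells stimulated with the NOD1 agonist gamma-tri-DAP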
KOR beta-arrestin-1 – kappa opioid receptor blockers – cell-based, luminescence, uHTS (AID 1778); inhibition, % at 10 µM, or IC50 in µM where a hit was titrated; KOR beta-arrestin recruitment, luminescence, antagonist mode; higher % means a stronger effect; 0.091% of 290,000 active; note: strong numbers were not always called active
KOR beta-arrestin-2 – KOR agonists, beta-arrestin recruitment, primary screen, cell-based, luminescence, uHTS (AID 1777). KOR beta-arrestin recruitment, luminescence; higher % means a stronger effect. activation, % at 10 µM, or EC50 in µM where a hit was titrated. 0.02% of 280,000 active; in the data active = activation above about 50%, passing the limit was not always enough; note: a part of the inactive calls stands beside numbers as strong as those of hits
Dengue-2 NS5 capping – Dengue-2 NS5 methyltransferase inhibitors, primary screen, biochemical, confirmation dose response (AID 588689); Dengue-2 NS5 methyltransferase capping enzyme assay, biochemical; higher % means a stronger effect; inhibition, % at 25 µM; hits with a dose series show IC50 in µM; 0.3% of 340,000 active; in the data active = a potency from the dose series; inconclusive = inhibition above about 29% without an active follow-up result
Yfh1-off respiration – enhancers of respiration in Yfh1-depleted yeast, dose response, Friedreich's ataxia, plus single-dose screen (AID 1465). S. cerevisiae Yfh1-off respiration, WST-1 reduction, 72 h; higher fold induction means a stronger effect. one-dose fold induction at 50 µM; EC50 in µM for titrated hits. 0.074% of 220,000 active;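 active = fold induction of absorbance versus untreated yeast above a set limit, then at least 30% activation at any dose in follow-up; inconclusive = repeats straddling the limit, or above it without dose testing; inactive = fold induction below the set limit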;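 note: activators that raise dye reduction in frataxin-depleted yeast; strong numbers were not always called active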
Dengue-2 NS5 capping pilot replicate – recorded beside Dengue-2 NS5 capping, whose call it bears; inhibition, %; measured here: pilot screen replicate inhibition
Starred values were filed as active, the others as inactive; [ ] = dose if it differs, or a comment. Cut-off read from the data, not from the text of the source, unless noted: active = inhibition above about 50%; inactive = the rest. A portion of the library; the hit share may differ from the screen's.

O=C(CSc1ncnc2c1cnn2-c1ccc(F)cc1)NC1CCCC1 was read as HIV peptide binding 0.4%, AID2073 17%, West Nile virus CPE -0.2%, HEK293 NOD2/NF-kB 24%, NOD1 inhibition 23%, KOR beta-arrestin-1 -6%, KOR beta-arrestin-2 -2.1% and Dengue-2 NS5 capping -9%.
For CC1CCCN(C(=O)C2CCN(S(=O)(=O)c3cccc4cccnc34)CC2)C1 (configuration not stated) the results were HIV peptide binding -4.9%, AID2073 2%, West Nile virus CPE -0.9%, HEK293 NOD2/NF-kB 15%, NOD1 inhibition 8%, KOR beta-arrestin-1 -14%, KOR beta-arrestin-2 -2.2%, Dengue-2 NS5 capping -4% and Yfh1-off respiration inactive.
COc1ccc(N2C(=O)CC(NCC#N)C2=O)cc1 (configuration not stated) was read as HIV peptide binding 1.8%, AID2073 10%, West Nile virus CPE 0.1%, HEK293 NOD2/NF-kB 16%, NOD1 inhibition 8%, KOR beta-arrestin-1 -41%[20 µM], KOR beta-arrestin-2 5.8% and Dengue-2 NS5 capping 0%.
`Nc1cc(C(=O)N2CCN(c3ccc([N+](=O)[O-])cc3)CC2)ccc1N1CC2CC(C1)c1cccc(=O)n1C2` (configuration not stated) gave HIV peptide binding 0.7%, AID2073 -4%, West Nile virus CPE -0.3%, HEK293 NOD2/NF-kB 18%, NOD1 inhibition -6%, KOR beta-arrestin-1 15%, KOR beta-arrestin-2 -4.1% and Dengue-2 NS5 capping -6%.
`O=C(N1CCN(CCO)CC1)N1c2ccccc2C=Cc2ccccc21` gave HIV peptide binding 45%, AID2073 -1%, West Nile virus CPE -0.2%, HEK293 NOD2/NF-kB 12%, NOD1 inhibition -18%, KOR beta-arrestin-1 9%, KOR beta-arrestin-2 -5.4%, Dengue-2 NS5 capping 2% and Yfh1-off respiration inactive.
For Cc1cccc(C)c1N(CC(=O)NN=C1CCCCCC1)S(C)(=O)=O the results were HIV peptide binding 1.4%, AID2073 -6%, West Nile virus CPE 0.0%, HEK293 NOD2/NF-kB -3%, NOD1 inhibition -20%, KOR beta-arrestin-1 0%, KOR beta-arrestin-2 -5.9%, Dengue-2 NS5 capping 4% and Yfh1-off respiration inactive.
COc1ccc(S(=O)(=O)/C(C#N)=C/Nc2cccc(OC)c2)cc1 was read as HIV peptide binding -0.7%, AID2073 19%, West Nile virus CPE -0.1%, HEK293 NOD2/NF-kB 12%, NOD1 inhibition 0%, KOR beta-arrestin-1 -11%, KOR beta-arrestin-2 -1.3% and Dengue-2 NS5 capping 0%.
`CCOC(=O)C1CCCN(Cc2nc(CC3CC3)no2)C1` (configuration not stated) gave HIV peptide binding -0.9%, AID2073 2%, West Nile virus CPE 0.1%, HEK293 NOD2/NF-kB -19%, NOD1 inhibition 7%, KOR beta-arrestin-1 48%, KOR beta-arrestin-2 0.0%, Dengue-2 NS5 capping 0% and Yfh1-off respiration inactive.
Screening CCCS(=O)(=O)Nc1cc(C(F)(F)F)ccc1OCCOC returned HIV peptide binding -2.4%, AID2073 -6%, West Nile virus CPE -0.4%, HEK293 NOD2/NF-kB 6%, NOD1 inhibition -1%, KOR beta-arrestin-1 -16%, Dengue-2 NS5 capping -5%, Yfh1-off respiration inactive and Dengue-2 NS5 capping pilot replicate 0.3.
`Cc1ccc(N2NC(=O)/C(=C/c3ccc(-c4ccc(Cl)c(C(=O)O)c4)o3)C2=O)cc1C` gave HIV peptide binding 12%, AID2073 -10%, HEK293 NOD2/NF-kB 11%, NOD1 inhibition 2%, KOR beta-arrestin-1 -23%, KOR beta-arrestin-2 -1.7% and Dengue-2 NS5 capping 79µM*.
Screening COc1cccc(-c2cc(C(F)(F)F)c3c(N)c(C#N)sc3n2)c1 returned HIV peptide binding 25%, AID2073 inconclusive, HEK293 NOD2/NF-kB 22%, NOD1 inhibition 20%, KOR beta-arrestin-1 -37% and KOR beta-arrestin-2 0.4%.
Cc1cccc(N2CCN(C(=O)Cc3ccccc3[N+](=O)[O-])CC2)c1C was read as HIV peptide binding -0.7%, AID2073 -2%, West Nile virus CPE -1.8%, HEK293 NOD2/NF-kB -3%, NOD1 inhibition -18%, KOR beta-arrestin-1 -6%, KOR beta-arrestin-2 0.0% and Dengue-2 NS5 capping 3%.
For C=CCNC(=O)c1ccc(Sc2ccc(C)cc2)c([N+](=O)[O-])c1 the results were HIV peptide binding -1.5%, AID2073 0%, West Nile virus CPE 2.2%, HEK293 NOD2/NF-kB 25%, NOD1 inhibition -6%, KOR beta-arrestin-1 5%, KOR beta-arrestin-2 0.4%, Dengue-2 NS5 capping -1% and Yfh1-off respiration inactive.
`COc1ccc(NC(=O)N2CCN(c3ccc([N+](=O)[O-])cc3)CC2)cc1` gave HIV peptide binding -1.2%, AID2073 47%, West Nile virus CPE -1.1%, HEK293 NOD2/NF-kB 15%, NOD1 inhibition -28%, KOR beta-arrestin-1 -329%[20 µM], Dengue-2 NS5 capping 1% and Yfh1-off respiration inactive.
Screening O=C(CSc1nc2ccccc2s1)NNC(=O)Nc1ccc(Cl)c(Cl)c1 returned HIV peptide binding -1.2%, AID2073 -9%, West Nile virus CPE 0.6%, HEK293 NOD2/NF-kB -8%, NOD1 inhibition -22%, KOR beta-arrestin-1 1%, KOR beta-arrestin-2 -0.3%, Dengue-2 NS5 capping -9% and Yfh1-off respiration inactive.
Screening COc1ccc(-c2nnc3n2N=C(C)CS3)cc1OC returned HIV peptide binding 4.6%, AID2073 6%, West Nile virus CPE -0.1%, HEK293 NOD2/NF-kB 23%, NOD1 inhibition 2%, KOR beta-arrestin-1 11%, KOR beta-arrestin-2 -6.1%, Dengue-2 NS5 capping 1% and Yfh1-off respiration inactive.
Nc1nc(-c2ccccc2)c(N=Nc2cccnc2)s1 was read as HIV peptide binding -5.5%, AID2073 5%, West Nile virus CPE -0.1%, HEK293 NOD2/NF-kB 41%, NOD1 inhibition 70%*, KOR beta-arrestin-1 45%, KOR beta-arrestin-2 -4.7%, Dengue-2 NS5 capping 3% and Yfh1-off respiration inactive.
For Cc1[nH]nc(N=CC2=C(O)CC(C)(C)CC2=O)c1-c1ccc(Cl)cc1 the results were HIV peptide binding -1.8%, AID2073 7%, West Nile virus CPE -0.9%, HEK293 NOD2/NF-kB 9%, NOD1 inhibition -22%, KOR beta-arrestin-1 35%, KOR beta-arrestin-2 -3.0%, Dengue-2 NS5 capping -10%, Yfh1-off respiration inactive and Dengue-2 NS5 capping pilot replicate -7.2.
Screening O=C(NCc1ccccc1)N[C@@H](Cc1ccccc1)C(=O)O returned HIV peptide binding 1.3%, AID2073 -3%, West Nile virus CPE 0.0%, HEK293 NOD2/NF-kB -6%, NOD1 inhibition -21%, KOR beta-arrestin-1 24%, KOR beta-arrestin-2 1.2%, Dengue-2 NS5 capping -7% and Yfh1-off respiration inactive.
Cc1cc(-c2ccc(C(C)C)c(S(=O)(=O)N3CCN(c4ccccc4)CC3)c2)on1 was read as HIV peptide binding -0.7%, AID2073 16%, West Nile virus CPE 0.0%, HEK293 NOD2/NF-kB -8%, NOD1 inhibition 0%, KOR beta-arrestin-1 -93%, KOR beta-arrestin-2 -0.6% and Dengue-2 NS5 capping -6%.

A portion taken from the entries so far, as a working copy:
Screening COc1ccc(-c2nnc3n2N=C(C)CS3)cc1OC returned HIV peptide binding 4.6%, AID2073 6%, West Nile virus CPE -0.1%, HEK293 NOD2/NF-kB 23%, NOD1 inhibition 2%, KOR beta-arrestin-1 11%, KOR beta-arrestin-2 -6.1%, Dengue-2 NS5 capping 1% and Yfh1-off respiration inactive.
Nc1nc(-c2ccccc2)c(N=Nc2cccnc2)s1 was read as HIV peptide binding -5.5%, AID2073 5%, West Nile virus CPE -0.1%, HEK293 NOD2/NF-kB 41%, NOD1 inhibition 70%*, KOR beta-arrestin-1 45%, KOR beta-arrestin-2 -4.7%, Dengue-2 NS5 capping 3% and Yfh1-off respiration inactive.

Other compounds.
`O=C(NCCc1ccc(Cl)cc1)c1ccc(Br)s1` gave HIV peptide binding 0.9%, AID2073 12%, West Nile virus CPE -0.8%, HEK293 NOD2/NF-kB -42%, NOD1 inhibition -74%, KOR beta-arrestin-1 6%, KOR beta-arrestin-2 -2.3% and Dengue-2 NS5 capping -9%.
For Oc1c(C(c2cccs2)N2CCC3(CC2)OCCO3)sc2ncnn12 (configuration not stated) the results were HIV peptide binding 1.6%, AID2073 9%, West Nile virus CPE 0.0%, HEK293 NOD2/NF-kB 2%, NOD1 inhibition -30%, KOR beta-arrestin-1 -11%, KOR beta-arrestin-2 -1.3%, Dengue-2 NS5 capping -1% and Yfh1-off respiration inactive.
`CN(Cc1ccc(F)cc1)C(=O)c1cc(COc2ccc(F)cc2F)on1` gave HIV peptide binding 0.5%, AID2073 13%, West Nile virus CPE -0.8%, HEK293 NOD2/NF-kB 14%, NOD1 inhibition -19%, KOR beta-arrestin-1 -24%, KOR beta-arrestin-2 1.9%, Dengue-2 NS5 capping 0% and Yfh1-off respiration inactive.
Screening COc1ccccc1N1C(=NC(=O)CCc2ccccc2)SC2CS(=O)(=O)CC21 (configuration not stated) returned HIV peptide binding -0.7%, AID2073 9%, West Nile virus CPE -0.8%, HEK293 NOD2/NF-kB 5%, NOD1 inhibition -14%, KOR beta-arrestin-1 6%, KOR beta-arrestin-2 2.6% and Dengue-2 NS5 capping 3%.
O=C(CSc1ncn(-c2ccccc2)n1)N1CCN(c2ccccc2)CC1 was read as HIV peptide binding -3.1%, AID2073 -8%, West Nile virus CPE 0.2%, HEK293 NOD2/NF-kB 11%, NOD1 inhibition 14%, KOR beta-arrestin-1 9%, KOR beta-arrestin-2 -5.1%, Dengue-2 NS5 capping 2% and Yfh1-off respiration inactive.
O=c1cc(O)n(-c2ccccc2)c(=S)[nH]1 was read as HIV peptide binding 4.7%, AID2073 9%, West Nile virus CPE 0.2%, HEK293 NOD2/NF-kB 4%, NOD1 inhibition -24%, KOR beta-arrestin-1 -4%, KOR beta-arrestin-2 -5.4%, Dengue-2 NS5 capping -8% and Yfh1-off respiration inactive.
`CC(=O)N1CCN(S(=O)(=O)c2ccc(Cl)cc2F)CC1` gave HIV peptide binding -0.6%, AID2073 -6%, West Nile virus CPE -0.1%, HEK293 NOD2/NF-kB 7%, NOD1 inhibition -22%, KOR beta-arrestin-1 -15%, KOR beta-arrestin-2 -4.4%, Dengue-2 NS5 capping 4% and Yfh1-off respiration inactive.
Cc1cc(C)c(OCCCNC2CCCC2)c(Br)c1 was read as HIV peptide binding 0.7%, AID2073 10%, West Nile virus CPE -1.0%, HEK293 NOD2/NF-kB -37%, NOD1 inhibition -6%, KOR beta-arrestin-1 -33%[20 µM], KOR beta-arrestin-2 7.8% and Dengue-2 NS5 capping -3%.
Screening O=C(CCC(=O)N1CCc2ccccc21)Nc1ccccc1 returned HIV peptide binding 1.8%, AID2073 -12%, West Nile virus CPE -0.1%, HEK293 NOD2/NF-kB 12%, NOD1 inhibition -26%, KOR beta-arrestin-1 12%, KOR beta-arrestin-2 -3.7%, Dengue-2 NS5 capping -2% and Yfh1-off respiration inactive.

Source: PubChem (several laboratories)
